DT40 TDP1 no CPT: qHTS for Inhibitors of human tyrosyl-DNA phosphodiesterase 1 (TDP1): qHTS in cells in absence of CPT; DT40 Tdp1-/- hTDP1 cells, no CPT, ATP luminescence, 48 h; Potency, µM (titrated, usually from 46.2 µM), for the others: at the highest dose activity change, negative = growth inhibition, hits mostly inhibitors; 15% of 420,000 active; further: nearly all actives have a fitted effect of over 55% in size
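Camptothecin absent (DMSO only). Human TDP1-complemented DT40 knockout cells, 400 cells/well, 37 °C for minimum 48 hr; ATP measured via CellTiter-Glo, 30 min dark incubation, luminescence.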
DT40 TDP1 CPT: growth inhibition of DT40 Tdp1-/-;hTDP1 cells with camptothecin (screen for TDP1 inhibitors) | chicken DT40 Tdp1-/-;hTDP1 cells + 20 nM CPT, ATP luminescence, 48 h | Potency, µM (highest dose often 46.2 µM), for inactives: at the top dose activity change, negative = growth inhibition, most hits filed as inhibitors | 12% of 420,000 active; further: nearly all actives have a fitted effect of over 55% in size
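Chicken DT40 Tdp1-/- cells stably complemented with human TDP1 were seeded at 400 cells/well in medium containing 20 nM camptothecin, exposed to pin-transferred compounds, and grown at 37 °C for at least 48 hr. Viability was read as ATP luminescence.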
GCN5L2 inh: blocks human GCN5L2 histone acetyltransferase; Q92830; GCN5L2 HAT assay, ThioGlo1 CoA-SH fluorescence; Potency, µM (doses to about 58.9 µM), without a hit: at the highest dose activity change, negative = inhibition, hits mostly inhibitors; 0.21% of 390,000 active; AID 504327
Target sequence (Q92830 whole entry, looked up): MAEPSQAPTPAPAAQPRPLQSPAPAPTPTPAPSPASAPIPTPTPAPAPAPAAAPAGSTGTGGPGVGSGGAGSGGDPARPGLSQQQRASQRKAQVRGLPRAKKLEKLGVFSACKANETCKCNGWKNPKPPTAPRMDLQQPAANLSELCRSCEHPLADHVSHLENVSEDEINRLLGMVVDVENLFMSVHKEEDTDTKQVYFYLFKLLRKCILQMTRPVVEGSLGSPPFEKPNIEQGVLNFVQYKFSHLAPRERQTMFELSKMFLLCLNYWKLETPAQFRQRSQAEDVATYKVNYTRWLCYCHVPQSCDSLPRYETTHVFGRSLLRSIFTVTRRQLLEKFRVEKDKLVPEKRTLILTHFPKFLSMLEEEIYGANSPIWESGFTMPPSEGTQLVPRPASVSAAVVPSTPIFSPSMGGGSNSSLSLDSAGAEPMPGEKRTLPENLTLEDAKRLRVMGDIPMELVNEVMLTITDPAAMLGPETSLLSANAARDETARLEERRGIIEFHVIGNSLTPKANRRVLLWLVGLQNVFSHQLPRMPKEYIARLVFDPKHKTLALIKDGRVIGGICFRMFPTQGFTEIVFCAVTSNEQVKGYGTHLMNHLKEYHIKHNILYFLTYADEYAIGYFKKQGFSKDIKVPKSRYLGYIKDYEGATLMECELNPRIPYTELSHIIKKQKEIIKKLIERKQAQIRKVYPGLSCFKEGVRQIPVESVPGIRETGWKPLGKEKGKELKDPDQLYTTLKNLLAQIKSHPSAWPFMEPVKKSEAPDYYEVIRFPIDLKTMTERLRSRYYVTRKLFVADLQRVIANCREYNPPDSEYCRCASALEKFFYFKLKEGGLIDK
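Fluorescence readout, Ex340nm/Em540nm: ThioGlo1 (50uM final) reacts with free CoA thiol released as 20nM GCN5L2 acetylates H3(1-25) peptide (75uM) using acetyl-CoA (70uM). Compound and enzyme sat 15 min beforehand; 20 min room-temperature reaction.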
* hit, by the source's call; ? = inconclusive; · = no result given; & = joins results of further samples. The call rests on the fitted dose curve; in most records, active means well fitted curve in the direction sought with a large enough effect; inconclusive means small, poorly fitted or top-dose-only effect, or another doubt; inactive means no such curve, though single readings can be large; an effect the other way counts as inactive or inconclusive. On the % scale 0 is the no-effect control and ±100 the full control effect; potency means the concentration at half of the fitted maximal effect.

SMILES	DT40 TDP1 no CPT	DT40 TDP1 CPT	GCN5L2 inh
CC1(C)CC(=O)c2cnc(NC(=O)CCc3ccccc3)nc2C1	-3%	-17%	2%
CCCn1c(CCC(=O)Nc2cccc(C)c2C)nc2cccnc21	?	-30%	1%
Cc1ccc(OCc2nc3ccccc3n2Cc2ccccc2Cl)cc1	?	21µM*	1%
Cc1ccc(CN2CCc3nc(N4CCN(c5ccccc5F)CC4)ncc3C2)s1	1%	-9%	3%
COc1cccc(N2CCN(C(=O)c3ccc4nc(N5CCCCC5)sc4c3)CC2)c1	16µM*	?	-15%
COC(=O)c1ccc(C(C(=O)NCc2ccccc2)N(Cc2ccco2)C(=O)c2cnccn2)cc1 (centres undefined)	-25%	-15%	-1%
CN(/N=C/c1cccc(Br)c1)C1=NS(=O)(=O)c2ccccc21	23µM*	?	-6%
N#Cc1c(-c2ccccc2)cc(-c2ccccc2)nc1Br	?	?	-9%
CCOc1ncccc1C(=O)NCc1ccc(OC)c(OC)c1	?	-16%	0%
CCOc1ccc(CC(=NCCO)C2=C(O)CC(C)(C)CC2=O)cc1OCC	-6%	-1%	-5%
CCC(C)(C)C1CCc2[nH]nc(C(=O)NCCNC(=O)OC(C)(C)C)c2C1 (centres undefined)	?	?	-2%
O=C1CC2(CCN(C(=O)COc3ccccc3F)CC2)Oc2ccccc21	?	-15%	-4%
CCc1ccc(C(=O)c2cn(CC(=O)Nc3cccc(OC)c3)c3ccc(OC)cc3c2=O)cc1	23µM*	?	-14%
COCCNc1nc(N2CCCCC2)c2cnn(C)c2n1	?	-1%	-4%
COc1cccc(Nc2ccccc2C(=O)O)c1	1%	5%	1%
CCCCn1nc(C(=O)N(CC(C)C)c2c(N)n(CCCC)c(=O)[nH]c2=O)c2ccccc2c1=O	-18%	-5%	-7%
CC(C)(Oc1ccc(Cl)cc1)C(=O)Nc1ccncc1	?	?	?
COc1ccc2nc(NC(=O)CSc3nnnn3C3CCCCC3)sc2c1	-25%	-4%	·
Cc1oc2c(c1C(=O)N1CCC(C)CC1)C(=O)c1ccccc1C2=O	12µM*	7.3µM*	1%
COc1ccc(OC(C)C(=O)Nc2ccccc2C(F)(F)F)cc1 (centres undefined)	?	-3%	-7%
CCCc1nc(SCc2cccnc2)c2c(=O)n(C)c(=O)n(C)c2n1	16µM*	?	0%
CC1CN(CCOc2ccc(Cl)c(Cl)c2)CC(C)O1 (centres undefined)	?	?	-13%
COc1cc(N2CCCC2)c(OC)cc1/C=C(/C#N)c1cccc(F)c1	?	?	-14%
COc1ccc(-c2nnc(SC(C)C#N)o2)cc1 (centres undefined)	-8%	-10%	1%
CC(C)(Oc1ccc(C2CCCc3ccccc32)cc1)C(=O)O (centres undefined)	-9%	0%	-18%
More entries
SMILES	DT40 TDP1 no CPT	DT40 TDP1 CPT	GCN5L2 inh
O=C(Nc1ccccc1)c1c(F)c(F)c(F)c(F)c1F	-7%	-3%	1%
CC(C)CC(NC(=O)C1CCC(C)CC1)C(=O)Nc1ccc2c(c1)OCCO2 (centres undefined)	-23%	2%	-10%
CC(C)(C)c1ccc(C(=O)N2CCN(C(=O)C3CCCCC3)CC2)cc1	?	15µM*	-19%
O=C(COc1ccc(Cl)cc1)NCc1nnc2c3ccccc3c(-c3ccccc3)nn12	?	?	21%
NC(=O)CSc1cn(Cc2ccccc2)c2ccccc12	?	?	-9%
COc1ccc(NC(=O)C(c2ccc(C)cc2)N(C)C(=O)/C=C\c2ccc3c(c2)OCO3)cc1 (centres undefined)	?	?	-12%
CC(C)Cc1cc(C(=O)Nc2cccc(O)c2)no1	?	-23%	-4%
Cc1ccccc1N(CC(=O)NCCSCc1ccco1)S(C)(=O)=O	-6%	0%	0%
Cn1c(SCC(=O)Nc2ccccc2)nnc1-c1ccc(NC(=O)CCc2ccccc2)cc1	1%&-13%	-4%&-22%	-8%
Nc1ccc2c(c1)C=C/C2=C\c1ccccc1	?	3%	·
CCOc1ccc(/C=C/c2nc(C#N)c(Nc3ccc(OCC)cc3)o2)cc1	23µM*	23µM*	-6%
COc1ccc(S(=O)(=O)N2CCC(C)CC2)cc1N(C)S(=O)(=O)c1ccccc1	?	?	-20%
O=C(CN1C(=O)NC2(CCOc3ccccc32)C1=O)NCc1ccc(F)cc1 (centres undefined)	25%	-3%	2%
C=CCn1c(SCc2ccc3c(c2)OCO3)nc2scc(-c3ccco3)c2c1=O	-20%	-11%	-1%
CCn1c(SCC(N)=O)nnc1-c1ccco1	9%	?	2%
COc1ccc(C(=O)Nc2cccc(-c3ccc(N4CCOCC4)nn3)c2)cc1	?	?	-1%
Cc1cc(C(=O)Nn2cnnc2)cs1	-10%	-32%	·
O=C(CSc1ccccc1C(=O)NCc1ccccc1)NC12CC3CC(CC(C3)C1)C2	29µM*	?	-1%
CCCC(=O)OC(C(=O)Nc1cc(C(F)(F)F)ccc1Cl)c1ccccc1 (centres undefined)	-18%	-4%	-9%
CCOC(=O)c1sc2nc(C3CC3)cc(-c3ccc(OC)cc3)c2c1N	-6%	-20%	?
Nc1nc(SCC(=O)c2cc(F)ccc2F)n[nH]1	2%	-7%	-14%
O=C(NC1CC(=O)N(c2cccc(F)c2)C1)c1ccc2c(c1)OCO2 (centres undefined)	-27%	-21%	-3%
Cc1ccc(CNC(=O)CN(C(=O)N2CCN(C)CC2)S(=O)(=O)c2ccc(C)cc2)cc1	-9%	8%	-1%
Clc1cc(Sc2ccc(Br)cc2)nnc1-c1ccccc1	29µM*	?	-25%
O=P(OC1CCCCC1)(OC1CCCCC1)C(O)c1ccccc1 (centres undefined)	?	-18%	0%
More compounds follow:
SMILES	DT40 TDP1 no CPT	DT40 TDP1 CPT	GCN5L2 inh
O=C(CSc1nnc2c(Cl)cc(Cl)cn12)N1CCOCC1	-3%	-8%	-3%
Cc1ccc(NC(=O)/C(C#N)=C/c2cn(CC(=O)NCc3ccco3)c3ccccc23)cc1C	1%	5%	0%
CN(Nc1cccc(Cl)c1)c1cccc(Cl)c1	?	?	·
Cc1cccc(NC(=O)CSc2nc(=O)n(Cc3ccco3)c3c2CCC3)c1C	?	-23%	-2%
c1ccc(-n2c(SCc3nc(-c4cccs4)no3)nnc2-c2ccco2)cc1	?	?	-3%
CN1C2Cc3c(n(C)c4ccccc34)C1CC=C2CO (centres undefined)	3%	-1%	-1%
CC(NC(=O)CCNC(=O)c1ccc(Br)cc1)c1ccc(-n2ccnc2)cc1 (centres undefined)	?	?	3%
COc1ccc(Cc2nc3ccc(C(=O)NCCc4ccc(OC)c(OC)c4)cc3o2)cc1	?	?	-9%
CCC(=O)Nc1ccc(S(=O)(=O)N2CCc3ccccc32)cc1	-27%	?	-1%
COc1cc(/C=N/Nc2ccccn2)cc(OC)c1O	?	?	-10%
CCOC(=O)CCNC(=O)N1CCCC(Cc2ccccc2)(C(=O)OCC)C1 (centres undefined)	-5%	?	2%
COc1ccc(S(=O)(=O)Nc2cc(C)nn2-c2ccccc2)cc1	10%	18%	0%
N/C(=N\OC(=O)C1CCCCC1)c1cccc(Br)c1	-5%	-11%	-15%
O=C(O)c1ccc(N=Nc2c(O)[nH]c3cc(Cl)ccc23)cc1	?	?	-7%
S=C(NC1CCCCC1)NN(c1ccccc1)c1ccccc1	?	?	-6%
Cc1nc2nc(NC(=O)C(C)C)[nH]n2c(=O)c1Cc1ccccc1	-6%	3%	1%
CNC(=O)CSc1nnc(-c2ccccc2)n1C	-6%	-3%	-20%
Cc1ccc(NC(=S)NCc2cccn2C)cc1	-11%	-20%	1%
CC(O)(c1ccc(Cl)cc1)C(c1ccccc1)c1ccccn1 (centres undefined)	-1%	-10%	·
O=S1(=O)CC(N2CCN(Cc3ccccc3F)CC2)CN1Cc1cn(Cc2cccc(C(F)(F)F)c2)nn1 (centres undefined)	16µM*	?	·
Cc1noc(C)c1-c1ccc(C(=O)NCC(C)C)c2occc12	?	?	·
O=C(Cn1nc(-c2ccc(Cl)cc2)ccc1=O)NCCc1ccccc1	?	?	11%
COc1cc(Cl)ccc1OCc1cc(C(=O)N(C)CCc2c(C)n[nH]c2C)no1	?	?	-14%
Cc1cc(C(=O)CN2C(=O)C(=O)N(C3CCCC3)C2=O)c(C)n1CCc1ccc(F)cc1	?	18µM*	1%
COc1ccc(N(CC(=O)NC2CC3CCC2C3)S(=O)(=O)c2ccccc2)cc1OC (centres undefined)	4%	8%	-3%

Exported as labelled records: four of the compounds above.
Cc1nc2nc(NC(=O)C(C)C)[nH]n2c(=O)c1Cc1ccccc1
  DT40 TDP1 no CPT = -6%
  DT40 TDP1 CPT = 3%
  GCN5L2 inh = 1%

COc1cc(Cl)ccc1OCc1cc(C(=O)N(C)CCc2c(C)n[nH]c2C)no1
  DT40 TDP1 no CPT = ?
  DT40 TDP1 CPT = ?
  GCN5L2 inh = -14%

Cc1ccc(NC(=O)/C(C#N)=C/c2cn(CC(=O)NCc3ccco3)c3ccccc23)cc1C
  DT40 TDP1 no CPT = 1%
  DT40 TDP1 CPT = 5%
  GCN5L2 inh = 0%

Cc1cc(C(=O)CN2C(=O)C(=O)N(C3CCCC3)C2=O)c(C)n1CCc1ccc(F)cc1
  DT40 TDP1 no CPT = ?
  DT40 TDP1 CPT = 18µM*
  GCN5L2 inh = 1%

Continuation:
SMILES	DT40 TDP1 no CPT	DT40 TDP1 CPT	GCN5L2 inh
COc1ccc(N2CCN(S(=O)(=O)c3ccc4c(c3)C(C(C)C)C(=O)N4)CC2)cc1 (centres undefined)	8.2µM*	18µM*	-22%
COc1ccc(Cl)cc1NC(=O)CN(C)C(=O)c1sc2ccccc2c1Cl	?	16µM*	-14%
CCC(C)(C(=O)NC1CCCC1)N(C)C(=O)c1ccccn1 (centres undefined)	-2%	14%	-11%
CCCCNC(=O)C1c2ccccc2OCC(=O)N1CC(F)(F)F (centres undefined)	-18%	-10%	·
COc1ccc(S(=O)(=O)CCC(=O)NCCc2cccc(C)c2)cc1	-19%	-11%	0%
COc1cccc(-n2cc(C(=O)NCCc3cccc(C)c3)c3ccccc3c2=O)c1	18µM*	?	2%
CC1CCCCC1NC(=O)NC(=O)COC(=O)c1nccnc1N (centres undefined)	-1%	-12%	-7%
COc1cc(CC(=O)NCC2CCCCC2)cc(OC)c1OC	1%	-8%	0%
CCn1c(CCNC(=O)c2ccc(OC)cc2)nnc1SCC(=O)Nc1ccccc1F	-9%	-6%	-13%
CCOC(=O)N1CCN(C(=O)C[C@@H]2C[C@@]3(C(=O)OC)CCCCC=C3N(Cc3ccc4c(c3)OCO4)C2=O)CC1	?	?	·
COC(=O)c1ccccc1C(=O)c1c(C)cc(C)cc1C	?	?	·
COc1ccc(S(=O)(=O)Nc2nc3ccccc3nc2Nc2cccc(C(=O)O)c2)cc1	-18%	-1%	-12%
CNC(=S)N/N=C/c1c(C)cccc1Cl	?	?	-8%
O=C(c1ccc(N2CCCS2(=O)=O)cc1)N1CCN(c2ccccc2)CC1	-11%	-2%	-2%
O=C(c1ccc(O)c(Br)c1)c1cc(Br)ccc1O	?	?	·
CCCCOCCCNC(=O)Cc1ccccc1OC	?	?	-3%
CN(CCOc1ccccc1)S(=O)(=O)c1ccccc1C#N	-14%	4%	-5%
C/C=C/c1ccc(OCC(=O)Nc2cc(Cl)ccc2-n2cncn2)c(OC)c1	?	?	-10%

Rewritten with two lines to a compound: four of the compounds above.
Below each compound: DT40 TDP1 no CPT	DT40 TDP1 CPT	GCN5L2 inh
- COc1ccc(N2CCN(S(=O)(=O)c3ccc4c(c3)C(C(C)C)C(=O)N4)CC2)cc1 (centres undefined)
→ 8.2µM*	18µM*	-22%
- CCCCNC(=O)C1c2ccccc2OCC(=O)N1CC(F)(F)F (centres undefined)
→ -18%	-10%	·
- CNC(=S)N/N=C/c1c(C)cccc1Cl
→ ?	?	-8%
- CN(CCOc1ccccc1)S(=O)(=O)c1ccccc1C#N
→ -14%	4%	-5%

Profiles as entered above. Order of values: DT40 TDP1 no CPT, DT40 TDP1 CPT, GCN5L2 inh
Shown for COc1cc(CC(=O)NCC2CCCCC2)cc(OC)c1OC → 1%, -8%, 0%
Shown for O=C(c1ccc(O)c(Br)c1)c1cc(Br)ccc1O → ?, ?, ·
Shown for CCCCOCCCNC(=O)Cc1ccccc1OC → ?, ?, -3%
Shown for O=C(c1ccc(N2CCCS2(=O)=O)cc1)N1CCN(c2ccccc2)CC1 → -11%, -2%, -2%
Shown for CN(CCOc1ccccc1)S(=O)(=O)c1ccccc1C#N → -14%, 4%, -5%

A portion of the library; count on the stated rates, not on these rows.
